Screening data as filed in PubChem.
aSyn tox rescue – alpha-synuclein toxicity suppression in yeast. S. cerevisiae alpha-synuclein toxicity rescue, BacTiter-Glo growth, 24 h. Potency, µM (doses to about 46.1 µM), for inactives: top-dose growth rescue (activation), actives largely listed as activators. 94,000 compounds, 0.02% hits; active means well fitted activation curve with a large enough effect; inconclusive means small, poorly fitted or top-dose-only effect; further: 0% is about no effect
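Growth restoration measured by BacTiter-Glo luminescence after 24 hr at 30 deg C; alpha-synuclein yeast, raffinose-pregrown to mid-log, were added at OD600=0.02 in galactose medium onto pinned compounds.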
The depositor's hits bear a star; ? = inconclusive. Potency means the concentration at half of the fitted maximal effect. Not all compounds are listed; count on the stated rates, not on these rows.

SMILES | aSyn tox rescue
CC1CCN(S(=O)(=O)c2ccc3nc(Nc4ccc(C#N)cc4)ccc3c2)CC1 | -2%
O=C(Cc1ccccc1)Oc1coc(CSc2ncccn2)cc1=O | 2%
COc1ccc(NS(=O)(=O)c2cccc(C(=O)NCC(c3ccccc3OC)N3CCCC3)c2)cc1 (stereo not given) | 10%
O=C1CN(Cc2nc3cc(Cl)ccc3c(=O)[nH]2)CCN1 | -8%
Cn1c(SCC(=O)Nc2ccc(Cl)cc2F)nnc1-c1ccco1 | 7%
COC(=O)CN1C(=O)COc2ccc(S(=O)(=O)N3CCCCC3)cc21 | -4%
CC(=O)c1ccc(NC(=O)c2cccc(S(=O)(=O)N3CCN(C)CC3)c2)cc1 | -12%
COc1cccc(-c2nc3c(C#N)c[nH]n3c2NC2CCCCC2)c1OC | -26%
CCOc1ccc(C(=O)Nc2cc(-c3cn4cccnc4n3)ccc2C)cc1OCC | -11%
CC(C)(C)CC(=O)Nc1cc(S(=O)(=O)N2CCOCC2)ccc1N1CCCC1 | 3%
COc1ccc2c(c1)c1c(c(=O)n(-c3ccccc3C)c(=O)n1CC(N)=O)n2C | -5%
Fc1ccc(CNc2nc(-c3ccc(Cl)cc3)cc(C(F)(F)F)n2)cc1 | -11%
COc1ccc(/C=C/C(=O)Nc2ccc(Cl)c(Cl)c2)cc1 | -20%
Cc1ccc(NC(=O)CCC(=O)N/N=C/c2coc3ccc(F)cc3c2=O)cc1 | -7%
COc1cc(C(=O)NCCS(=O)(=O)N2CCN(c3ccccc3)CC2)cc(OC)c1OC | -2%
COc1ccc(-c2cn3c(n2)sc2cc(C(=O)Nc4cc(Cl)ccc4C)ccc23)cc1 | 4%
Cc1ccc(C)c(OCCCn2c(-c3ccc(Cl)cc3)nc3ccccc3c2=O)c1 | -3%
CC(Oc1ccc(Cl)cc1)c1ccnc(N)n1 (stereo not given) | -11%
C[C@H](CO)N1C[C@H](C)[C@@H](CN(C)C(=O)NC2CCCCC2)Oc2ncc(Br)cc2C1=O | -4%
Cc1ccc(S(=O)(=O)N2CC(C)C(=O)CC2C)cc1 (stereo not given) | 2%
CCOc1ccc(CN2C(=O)C(=O)c3cccc(C)c32)cc1OC | ?
NS(=O)(=O)c1ccc(N2CCCCCC2)c([N+](=O)[O-])c1 | -8%
COc1ccc(-c2nn3c(-c4ccc(C)cc4)nnc3c3ccccc23)cc1 | 2%
COc1ccc(S(=O)(=O)Nc2cccc(-c3ccc4nncn4n3)c2)c(OC)c1 | 6%
O=C(c1ccco1)N1CCCN(Cc2nc(-c3ccc4c(c3)OCO4)no2)CC1 | -3%
Cc1ccc(N2CCN(C(=O)c3noc4c3COc3ccc(C)cc3-4)CC2)c(C)c1 | 1%
Cc1cc(C)c(N2C(=O)CC(Sc3ccccc3N)C2=O)c(C)c1 (stereo not given) | 12%
Cc1cccc(-c2nc3c(c(SCc4ccccc4Cl)n2)Cc2c(CO)cnc(C)c2O3)c1 | 1%
Cc1ccccc1-c1nc(CS(=O)CC(=O)NCCN2CCOCC2)c(C)o1 (stereo not given) | 6%
N#Cc1ccccc1OCC(=O)Nc1ccc2c(c1)OCCCO2 | 6%
COCCNC(=O)CCc1c(C)nc2c(-c3ccc(F)cc3)c(C)nn2c1C | -10%
O=C1c2ccccc2C(Nc2ccc(F)c(Cl)c2)N1Cc1ccco1 (stereo not given) | -3%
CCOC(=O)c1cc(-c2ccc(F)cc2)n(CCC(=O)NCCc2ccc(C)cc2)c1C | -4%
COc1cc2nc(SCc3ccc(Cl)cc3)n3nc(CCn4nc(C)cc4C)nc3c2cc1OC | -9%
Cc1cccc(C(=O)Nc2ccc(C(=O)c3ccncc3)cc2)c1 | -2%
CCC1CCCCN1CCCNC(=O)CSc1nc2nc(C)c(Cc3ccc(C)cc3)c(C)n2n1 (stereo not given) | 11%
CC(=O)c1ccc(S(=O)(=O)Nc2c(C)nn(C)c2C)cc1 | -1%
Cc1ccc(OCCSc2nc3ccc(NC(=O)COc4ccc(F)cc4)cc3s2)cc1 | -9%
O=C(CSc1n[nH]c(-c2ccccc2Cl)n1)NCCc1ccccc1 | -1%
CN1CCN(c2nc3ccccn3c(=O)c2/C=C(\C#N)S(=O)(=O)c2ccc(Cl)cc2)CC1 | 4%
CCCOc1ccc(C(=O)Nc2ccc(NC(=O)c3cccc(Cl)c3)cc2)cc1 | -5%
CC1CCC2C(=O)N(c3ccc(NC4CCN(Cc5ccccc5)CC4)c([N+](=O)[O-])c3)C(=O)C2C1 (stereo not given) | 6%
O=C(NCc1nc2ccccc2n1Cc1ccccc1Cl)c1ccccc1 | -18%
Cc1ccc(OCc2nc(-c3ccc(C(=O)N4CCN(c5ccccc5)CC4)cc3)oc2C)cc1 | 6%
CC1=C(C(=O)Nc2cccnc2)C(c2ccc(F)cc2)n2nc(SCc3ccccc3F)nc2N1 (stereo not given) | -10%
NC(=O)CSc1nc2ccc(NC(=O)COc3ccccc3Cl)cc2s1 | -4%
CC(C)c1ccc2c(c1)NC(c1ccc(F)cc1)=NC(c1cccs1)=N2 | 2%
COc1cc(OC)cc(C(=O)Nc2ccc3nc4c(c(Nc5ccc(OC)c(OC)c5)c3c2)CCCC4)c1 | -8%
CCCCOc1ccc(OCCNC(=O)C2CCCN2C(=O)Nc2ccccc2)cc1 (stereo not given) | -9%
CSCCC(NC(=O)COc1ccccc1)C(=O)OCCOc1ccc(Br)cc1 (stereo not given) | -7%
CC(=O)N1CCCC1c1nc2ccccc2n1Cc1ccccc1C (stereo not given) | -7%
CS(=O)(=O)NNC(=O)CN1C(=O)C2C3C=CC(C3)C2C1=O (stereo not given) | -11%
CC(C)NS(=O)(=O)c1ccc(OCC(=O)NCc2ccco2)cc1 | 3%
COc1ccc(C(=O)COC(=O)C(Cc2c[nH]c3ccccc23)NC(=O)c2ccc(C(C)(C)C)cc2)cc1 (stereo not given) | -8%
CCN(Cc1ccccc1)C(=O)CN1C(=O)NC(CC)(c2ccc(F)cc2)C1=O (stereo not given) | 10%
CCOC(=O)C1CCN(C(=O)CS(=O)(=O)Cc2nc(-c3ccccc3Cl)oc2C)CC1 | 2%
Cc1noc(C)c1COc1ccc(CC(=O)NCCc2ccccn2)cc1 | 2%
Cc1cc(C)n(C(=O)/C(C#N)=N\Nc2ccccc2[N+](=O)[O-])n1 | 1%
CC(C)c1nn2c(=O)cc(COC(=O)c3ccc(NC(=O)C4CCCCC4)cc3)nc2s1 | 1%
O=C(O)c1ccc2c(c1)C1C=CCC1C(c1ccncc1)N2 (stereo not given) | -14%

(continued)
SMILES | aSyn tox rescue
Cc1ccc2c(c1)N(C(=O)CCC(=O)NCCCN1CCC(Cc3ccccc3)CC1)CCO2 | -2%
CS(=O)(=O)c1ncc(N(Cc2ccco2)Cc2ccco2)c(C(=O)Nc2ccccc2Br)n1 | -5%
CSc1ncnc2c1ncn2CCCNCc1ccco1 | -8%
COc1cc2c(cc1OC)CN(C(=O)c1ccc(OC)c(S(=O)(=O)N3CCCC3)c1)CC2 | -19%
COc1ccc(NC(=O)Cn2c(=O)c3cc(Cl)ccc3n3nncc23)cc1 | -4%
Cc1ccc(NC(=O)CN2C(=O)CSc3ccc(S(=O)(=O)N(C)C)cc32)cc1C | -3%
COc1ccccc1CNC(=O)COC(=O)[C@H](Cc1c[nH]c2ccccc12)NC(=O)c1cccs1 | 11%
CC(C)CCNC(=O)CN1C(=O)CSc2ccc(S(=O)(=O)N3CCC(C)CC3)cc21 | 3%
CC1=C(c2ccc(C)c(C)c2)S(=O)(=O)N=C1N1CCC(C(=O)N2CCC(C(N)=O)CC2)CC1 | 4%
CCc1ccc(NC(=O)c2sc3ncnc(N(C)C4CCCCC4)c3c2C)cc1 | 3%
CCn1cc(C(=O)NCc2ccccc2OC)c(=O)c2cc(S(=O)(=O)N3CCCCC3)ccc21 | -5%
COCCOC(=O)c1c(-c2ccccc2)c(-c2ccccc2)nn(C)c1=O | -15%
O=C(NCc1ccccc1)C(=O)NCC1OCCN1C(=O)c1ccc(Cl)cc1 (stereo not given) | 18%
O=C(NCC(c1ccco1)N1CCCC1)c1cccc(NS(=O)(=O)c2ccc(Br)cc2)c1 (stereo not given) | 2%
O=C(C1CCCCC1)N1C[C@@H](O)[C@H](n2cc(C3CC3)nn2)C[C@@H]1c1ccc(Cl)cc1 | -5%
CC1=C(C(=O)Nc2ccccc2)C(c2cccn2C)n2ncnc2N1 (stereo not given) | 1%
CCOc1ccc(NC(=O)CN(C)C(=O)Cn2cnc3c2c(=O)n(C)c(=O)n3C)cc1OCC | -3%
C=Cc1ccc(CSc2nc(-c3ccc(OC)cc3)nc3c2Cc2c(CO)cnc(C)c2O3)cc1 | 1%
CC(=O)Nc1ccc(NC(=S)Nc2ccc(Br)cc2)cc1 | -1%
COc1ccc(NC(=O)CCc2c(C)nc3nc(CNC(=O)OC(C)(C)C)nn3c2C)cc1OC | 10%

A draw from above in order of count of non-hydrogen atoms, high to low:
SMILES | aSyn tox rescue
COc1cc(OC)cc(C(=O)Nc2ccc3nc4c(c(Nc5ccc(OC)c(OC)c5)c3c2)CCCC4)c1 | -8%
COc1ccc(NS(=O)(=O)c2cccc(C(=O)NCC(c3ccccc3OC)N3CCCC3)c2)cc1 (stereo not given) | 10%
CC1CCC2C(=O)N(c3ccc(NC4CCN(Cc5ccccc5)CC4)c([N+](=O)[O-])c3)C(=O)C2C1 (stereo not given) | 6%
CCn1cc(C(=O)NCc2ccccc2OC)c(=O)c2cc(S(=O)(=O)N3CCCCC3)ccc21 | -5%
Cc1cccc(-c2nc3c(c(SCc4ccccc4Cl)n2)Cc2c(CO)cnc(C)c2O3)c1 | 1%
CC(C)c1nn2c(=O)cc(COC(=O)c3ccc(NC(=O)C4CCCCC4)cc3)nc2s1 | 1%
CCCCOc1ccc(OCCNC(=O)C2CCCN2C(=O)Nc2ccccc2)cc1 (stereo not given) | -9%
Cc1ccc(C)c(OCCCn2c(-c3ccc(Cl)cc3)nc3ccccc3c2=O)c1 | -3%
CC1CCN(S(=O)(=O)c2ccc3nc(Nc4ccc(C#N)cc4)ccc3c2)CC1 | -2%
Cc1ccccc1-c1nc(CS(=O)CC(=O)NCCN2CCOCC2)c(C)o1 (stereo not given) | 6%
COc1ccc(NC(=O)Cn2c(=O)c3cc(Cl)ccc3n3nncc23)cc1 | -4%
NC(=O)CSc1nc2ccc(NC(=O)COc3ccccc3Cl)cc2s1 | -4%
COC(=O)CN1C(=O)COc2ccc(S(=O)(=O)N3CCCCC3)cc21 | -4%
Cc1cccc(C(=O)Nc2ccc(C(=O)c3ccncc3)cc2)c1 | -2%
Cc1cc(C)n(C(=O)/C(C#N)=N\Nc2ccccc2[N+](=O)[O-])n1 | 1%
O=C(O)c1ccc2c(c1)C1C=CCC1C(c1ccncc1)N2 (stereo not given) | -14%
COc1ccc(/C=C/C(=O)Nc2ccc(Cl)c(Cl)c2)cc1 | -20%
O=C1CN(Cc2nc3cc(Cl)ccc3c(=O)[nH]2)CCN1 | -8%
Cc1ccc(S(=O)(=O)N2CC(C)C(=O)CC2C)cc1 (stereo not given) | 2%
CC(Oc1ccc(Cl)cc1)c1ccnc(N)n1 (stereo not given) | -11%

(more compounds)
SMILES | aSyn tox rescue
CCC(=O)C1=C(c2cccc([N+](=O)[O-])c2)N(C(=O)CC)n2c(nnc2-c2ccccc2)S1 | -8%
COc1ccccc1/C=C/C(=O)NCC(=O)N/N=C(/C)c1ccco1 | 0%
C[C@H]1CN([C@@H](C)CO)S(=O)(=O)c2ccc(Br)cc2O[C@H]1CN(C)C(=O)Cc1ccccn1 | -6%
Cc1ccccc1OCc1nc2c3cnn(-c4ccccc4F)c3ncn2n1 | -1%
CCCc1c(C(=O)OCC)nnc2c(-c3ccccc3)c(C)nn12 | 1%
Cc1ccc(C)c(N2CCN(S(=O)(=O)c3ccc4oc(=O)c5ncn(C)c5c4c3)CC2)c1 | 0%
O=C(CSc1nc2ccccc2c(=O)n1-c1ccc(Cl)cc1)N/N=C/C=C/c1ccccc1[N+](=O)[O-] | 13%
COc1ccc(Cn2c(SCC(=O)NCc3ccc(Cl)cc3)nc3ccsc3c2=O)cc1 | -4%
CCCN(C(=O)COC(=O)CCOc1ccccc1)c1c(N)n(Cc2ccccc2)c(=O)[nH]c1=O | 4%
OCCC1CN(Cc2cnc(N3CCOCC3)s2)CCN1C1CCCC1 (stereo not given) | 1%
CC1CCCN(S(=O)(=O)c2cc(C(=O)NCCc3ccccc3)n(C)c2)C1 (stereo not given) | 3%
CCOC(=O)c1ccccc1NC(=O)Cn1cnc2c(nnn2-c2ccc(C)cc2)c1=O | -5%
CCCCn1c(N)c(N(CCOC)C(=O)CCS(=O)(=O)c2ccc(C)cc2)c(=O)[nH]c1=O | -11%
CCc1ccccc1N(CC)C(=O)c1c(C)oc2ncn(C)c(=O)c12 | -4%
CC(C)CC(=O)Nc1ccccc1N1CCN(c2ccc(F)cc2)CC1 | -10%
O=C(O)C1CC(c2ccccc2)=Nc2ccccc2S1 (stereo not given) | 3%
COc1cc(NC(=O)COC(=O)CNC(=O)c2ccc(C)s2)cc(OC)c1 | 19%
COCCNC(=O)c1ccc(-n2c(-c3ccccc3)cc3c2CCCCC3)cc1 | -7%
CC1C(=O)N2CCCc3cc(S(=O)(=O)NCc4ccc(F)cc4)cc1c32 (stereo not given) | 7%
Cc1ccc(NC(=O)CCNC(=O)c2ccc([N+](=O)[O-])cc2)cc1S(=O)(=O)N(C)C | 3%
Cc1ccc(NC(=O)c2cc(S(=O)(=O)N3CCCCC3)ccc2N2CCOCC2)cc1 | -5%
Cc1cc2oc(=O)c(CC(=O)NCCc3ccccc3F)c(C)c2c2occ(C(C)(C)C)c12 | -2%
CCOc1ccc(-n2c(CCC(=O)O)ccc2-c2ccc(Br)cc2)cc1 | 7%
CCN(CC)S(=O)(=O)c1ccc2c(c1)N(CC(=O)N1CCN(c3cccc(C)c3)C(C)C1)C(=O)CO2 (stereo not given) | 3%
COc1ccccc1CN(C)C[C@@H]1OCc2cnnn2CCCC(=O)N([C@@H](C)CO)C[C@H]1C | 6%
COC(=O)[C@@H](NS(=O)(=O)c1ccc(F)cc1Br)C(C)C | -11%
Cc1ccnc(NC(=O)CS(=O)(=O)c2ccccc2)c1 | 9%
